Source: PubChem BioAssay (NMMLSC)
Myeloid diff MLP – myeloid differentiation induction; ER-HoxA9 myeloid progenitors, lysozyme-GFP differentiation, flow cytometry; calls only at 10 µM; 360,000 tested, 1% active; AID 624256;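 active = normalized GFP-positive differentiation at or above the plate's own cutoff, the solvent-only control mean plus 3 SD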;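 note: cells exposed to compound for four days before flow analysis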
T cell HTS – T cell immune modulation candidate. 2C CD8+ T cell-vesicle binding, flow cytometry; hits give low values. calls only at 7 µM. 330,000 tested, 0.068% active. AID 2052;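 active = response, share of CD8 T cells binding vesicles, and their 90th percentile fluorescence all below set limits, cut at about 80% in these data, passing the limit was not always enough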
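Test system: purified 2C TCR transgenic mouse naive CD8+ T cells. Probe or stimulus: QL9-peptide-loaded Drosophila micro-vesicles bearing Ld, ICAM-1 and B7-1. Incubation: binding step 1.5 h, 37 °C, antibody labelling 20 min, ice. Measured by: flow cytometry of vesicle-bound cells.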
T cell HTS vesicle-bound % – recorded beside T cell HTS, whose call it bears; double positive events, %; measured here: CD8+ vesicle-bound cell fraction;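 binding gate set so that unloaded-vesicle control wells show 10% double positive cells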
Myeloid diff MLP GFP+ MAC1+ % – further read-out of Myeloid diff MLP, marked with its call; GFP+ MAC1+ double positive, %; measured here: differentiation confirmed by MAC1 staining
Starred values were filed as active, the others as inactive; i = inactive; + = active, no number.

SMILES | Myeloid diff MLP | Myeloid diff MLP GFP+ MAC1+ % | T cell HTS | T cell HTS vesicle-bound %
C#CCOCCOCCOCCNc1nc(N2CCN(C(=O)Cn3cc(CCCN=C(N)N)nn3)CC2)nc(N2CCN(C(=O)[C@H]([C@@H](C)O)n3cc(CCCCN)nn3)CC2)n1 | i | 0.2 | i | 5
Cc1ccc(NC(=O)CN(C)S(=O)(=O)c2ccc(Cl)s2)c(O)c1 | i | 0.3 | i | 39
C[C@H](CO)N1C[C@H](C)[C@@H](CN(C)C(=O)Nc2ccccc2)Oc2c(NC(=O)c3ccncc3)cccc2C1=O | i | 1.6 | i | 8
Cn1c(=O)c2c(ncn2CC(=O)Nc2cc(S(=O)(=O)N3CCCCC3)ccc2Cl)n(C)c1=O | i | 1.0 | i | 20
O=C(COc1cccc(Cl)c1Cl)NC1CC1 | i | 0.6 | i | 32
CC1CCCN(C(=O)c2ccc(NS(=O)(=O)c3cccc([N+](=O)[O-])c3)cc2)C1 (centres undefined) | i | 0.4 | i | 57
O=C(C1CC(=O)N(c2ccc3c(c2)OCCO3)C1)N1CCCC(C(F)(F)F)C1 (centres undefined) | i | 1.2 | i | 59
O=C(CCC(=O)c1cccs1)OCc1ccc([N+](=O)[O-])cc1 | i | 0.1 | i | 41
CC(=O)c1c(C)[nH]c(C(=O)CN2CCN(S(=O)(=O)c3ccccc3)CC2)c1C | i | 0.7 | i | 35
CCC1(CC)NC(=O)N(CC(=O)OCC(=O)Nc2ccc(OC(F)(F)F)cc2)C1=O | i | 1.2 | i | 44
COc1ccc(S(=O)(=O)N2CCC(C(=O)NN3CCCCC3)CC2)cc1OC | i | 0.8 | i | 67
CC(=O)N/C(=C\c1ccccc1)C(=O)OCC(=O)Nc1cc(S(=O)(=O)N(C)C)ccc1C | i | 0.4 | i | 26
O=C(COc1ccc(Cl)cc1Br)OCC(=O)c1ccc[nH]1 | i | 0.2 | i | 36
O=C(Nc1ccc(Cl)cc1)c1nc[nH]c1C(=O)N1CCc2ccccc2C1 | i | 1.1 | i | 23
CCOc1ccc(NC(=O)CN(C)C(=O)Cn2cnc3c2c(=O)n(C)c(=O)n3C)cc1OCC | i | 0.8 | i | 41
O=C(CSc1nnc(-c2cccs2)n1C1CC1)NCC1CCCO1 (centres undefined) | i | 0.3 | i | 40
CCc1noc(C)c1C(=O)Nc1ccc(Cl)c(S(=O)(=O)N2CCCCC2)c1 | i | 1.6 | i | 41
Cc1ccc(C2=NN(CC(=O)O)C(=O)CC2)cc1 | i | 0.3 | i | 52
O=C(NCC(c1ccco1)N1CCCC1)c1cccc(NS(=O)(=O)c2ccc(Br)cc2)c1 (centres undefined) | i | 0.4 | i | 36
CC(C)(C)OC(=O)N1CCC(NC(=O)c2[nH]cnc2C(=O)Nc2ccccc2)CC1 | + | 4.4* | i | 21
O=[N+]([O-])c1cccc(OCCCN2CCC(Cc3ccccc3)CC2)c1 | i | 0.5 | i | 55
CCCCOc1ccc(OCCNC(=O)C2CCCN2C(=O)Nc2ccccc2)cc1 (centres undefined) | i | 1.0 | i | 15
COc1cccc(NC(=O)c2cc(-c3ccc(OC)cc3OC)nc3ccccc23)c1 | i | 0.6 | i | 15
O=C(CCNS(=O)(=O)c1ccccc1)NNC(=O)c1csc(N2CCOCC2)n1 | i | 0.9 | i | 58
Clc1ccc(CNc2cnccn2)cc1Cl | i | 0.9 | i | 57
COc1cc2cc(NC(C)=O)cc(NCc3ccccc3)c2cc1OC | i | 0.4 | i | 51
CC1CCN(C(=O)CN2C(=O)NC(C)(c3ccc4ccccc4c3)C2=O)CC1 (centres undefined) | i | 1.0 | i | 49
COc1ccc(S(=O)(=O)Nc2cccc(-c3ccc4nncn4n3)c2)c(OC)c1 | i | 0.9 | i | 38
CN(C)S(=O)(=O)c1ccc(Cl)c(C(=O)OCC(=O)c2ccco2)c1 | i | 2.9 | i | 32
O=C(Nc1cccc(Cl)c1)c1nc[nH]c1C(=O)NCCN(CCNC(=O)c1[nH]cnc1C(=O)Nc1cccc(Cl)c1)CCNC(=O)c1[nH]cnc1C(=O)Nc1cccc(Cl)c1 | i | 0.9 | i | 9
COc1ccc(NC(=O)N(C)C[C@H]2Oc3ccc(NC(=O)Cc4ccccc4)cc3C(=O)N([C@H](C)CO)C[C@@H]2C)cc1 | i | 0.8 | i | 4
CCOC(=O)[C@@H]1[C@H]2COc3cc(OC)ccc3[C@H]2N2C(=O)N(c3ccc(C)cc3)C(=O)[C@]12C | i | 0.9 | i | 13
COc1ccc(S(=O)(=O)Nc2ccc3c(c2)C(=O)N([C@H](C)CO)C[C@H](C)[C@@H](CN(C)S(=O)(=O)c2c(C)noc2C)O3)cc1 | i | 0.6 | i | 20
CCCN(C(=O)CSc1ncccn1)C1CCS(=O)(=O)C1 (centres undefined) | i | 1.6 | i | 24
Cc1ccc(NC(=O)CCC(=O)N/N=C/c2coc3ccc(F)cc3c2=O)cc1 | i | 0.4 | i | 20
COc1ccc(NS(=O)(=O)c2cccc(C(=O)NCC(c3ccccc3OC)N3CCCC3)c2)cc1 (centres undefined) | i | 0.4 | i | 51
COc1ccc(CNC(=O)CCNS(=O)(=O)c2ccc(NC(C)=O)cc2)cc1OC | i | 1.0 | i | 24
COC(=O)c1ccc(/C=C/c2c(-c3ccc(OC)cc3)sc3ccccc23)cc1 | i | 0.2 | i | 17
CCc1sc(C(=O)Nc2ccc(N3CCOCC3)cc2)cc1C | i | 0.8 | i | 3
N#Cc1cccc(C(=O)OCC(=O)c2ccc3c(c2)NC(=O)CO3)c1 | i | 1.2 | i | 15
CN(C(=O)c1ccc(NC(=O)C2CCN(C(=O)OC(C)(C)C)CC2)cc1)C1CCC1 | i | 1.6 | i | 48
Cc1cccc(NC(=O)COc2coc(CN3CCN(c4ccccc4)CC3)cc2=O)c1 | i | 0.4 | i | 63
COc1cccc(CC(=O)Nc2cc(S(=O)(=O)N3CCOCC3)ccc2N2CCN(C)CC2)c1 | i | 0.2 | i | 47
COc1cc(C(=O)N2CCCCC2)ccc1OCC(=O)Nc1ccc(F)cc1 | i | 0.3 | i | 46
CC(C(=O)NCC(=O)Nc1ccc(F)c(F)c1F)N1CCN(c2ccc(O)cc2)CC1 (centres undefined) | i | 2.2 | i | 24
Cc1ccc(NC(=O)c2c(C)noc2C)cc1S(=O)(=O)N1CCOCC1 | i | 1.3 | i | 24
Cc1ccc(C)c(NC(=O)CN(C)C(=O)c2ccccc2OCc2c(C)noc2C)c1 | i | 0.6 | i | 32
Cc1ccc(S(=O)(=O)N2CCCCC2)cc1NC(=O)CCNC(=O)c1ccccc1 | i | 0.4 | i | 50
Cc1ccc(S(=O)(=O)N(C)C)cc1NC(=O)CSc1nnc(C2CC2)n1C1CC1 | i | 0.8 | i | 30
CC(C)COc1ccc(C(=S)N2CCCC2)cc1 | i | 1.1 | i | 21
COc1ccccc1N1CCN(CC(=O)Nc2ccc(S(=O)(=O)N3CCCCCC3)cc2)CC1 | i | 0.6 | i | 2
Cc1ccc(NC(=O)Cn2nc(C(=O)O)c3ccccc3c2=O)cc1S(=O)(=O)N1CCOCC1 | i | 0.6 | i | 5
C=CCn1c(SC(C)C(=O)NC2CC2)nnc1-c1ccoc1C (centres undefined) | i | 0.5 | i | 16
COc1ccc(CCNC(=O)c2ccnc(C(C)(C)C)c2)cc1OC | i | 0.8 | i | 23
Cc1ccc(C(=O)Nc2ccccc2N2CCCC2)s1 | i | 1.8 | i | 44
Cc1csc(=O)n1CC(=O)OCC(=O)c1c(N)n(CC(C)C)c(=O)n(C)c1=O | i | 1.0 | i | 40
CCN(CC)CCCN=C1N[C@@H](c2cccc(C(F)(F)F)c2)C(C(=O)OC)=C(C)N1CC | i | 1.6 | i | 15
Cc1ccc(C)c(S(=O)(=O)N2CCN(C(=O)c3n[nH]c(=O)c4ccccc34)CC2)c1 | i | 0.4 | i | 54
Brc1nc(-c2ccccc2)nc(-c2ccccc2)c1Br | i | 0.6 | i | 38
O=C(Nc1ccccn1)c1ccc(C(=O)c2ccccc2)cc1 | i | 1.0 | i | 37

Another view of part of the listing above:
molecule	Myeloid diff MLP	Myeloid diff MLP GFP+ MAC1+ %	T cell HTS	T cell HTS vesicle-bound %
O=C(Nc1ccc(Cl)cc1)c1nc[nH]c1C(=O)N1CCc2ccccc2C1	i	1.1	i	23
CCOc1ccc(NC(=O)CN(C)C(=O)Cn2cnc3c2c(=O)n(C)c(=O)n3C)cc1OCC	i	0.8	i	41
O=C(CSc1nnc(-c2cccs2)n1C1CC1)NCC1CCCO1 (centres undefined)	i	0.3	i	40

The list goes on:
SMILES | Myeloid diff MLP | Myeloid diff MLP GFP+ MAC1+ % | T cell HTS | T cell HTS vesicle-bound %
O=C(c1cc([N+](=O)[O-])ccc1N1CCOCC1)N1CCN(c2ccc([N+](=O)[O-])cc2)CC1 | i | 1.0 | i | 26
COc1ccc(C2c3[nH]c4ccccc4c3C[C@H]3C(=O)N(c4ccccc4C(=O)N4CCC[C@@H]4C(=O)O)C(=O)N23)cc1 (some centres undefined) | i | 2.5 | i | 26
OCC(O)[C@@H](O[C@H]1O[C@H](CO)[C@@H](O)[C@H](O)[C@H]1O)[C@H](O)[C@@H](O)CO (some centres undefined) | i | 0.6 | i | 29
CN(CC(=O)Nc1cccc(F)c1)CC(=O)NC(c1ccccc1)c1ccccc1 | i | 1.1 | i | 39
COc1ccc(S(=O)(=O)N2CCCC2CNC(=O)C(=O)Nc2ccc(F)cc2)cc1 (centres undefined) | i | 1.1 | i | 38
COc1cccc(CC(=O)OCC(=O)NC(=O)c2ccc(OC(F)F)cc2)c1 | i | 0.8 | i | 49
FC(F)(F)c1cc(CCN2CCNC[C@H]2Cc2cccc3ccccc23)cc(C(F)(F)F)c1 | i | 2.7 | i | 35
CC[C@H]1c2[nH]c3ccccc3c2C[C@@H]2C(=O)N(c3ccc(F)cc3)C(=O)N21 | + | 5.3* | i | 27
CCN(CC(=O)Nc1ccccc1C(F)(F)F)C(=O)CN1C(=O)NC2(CCCC2)C1=O | i | 1.6 | i | 23
Cc1ccc2nc(NC(=O)CSc3nc(=O)n(CCN(C)C)c4c3CCCC4)sc2c1 | i | 0.5 | i | 15
Cc1ccc([N+](=O)[O-])cc1S(=O)(=O)Nc1cccc(S(=O)(=O)Nc2ccccc2C(=O)O)c1 | i | 0.9 | i | 52
Cc1ccc(NC(=O)CC(NC(=O)c2ccccc2Cl)c2ccccc2)nc1 (centres undefined) | i | 1.7 | i | 15
CSCCC(NC(=O)c1ccccc1Cl)C(=O)Nc1ccc(C)c(S(=O)(=O)N2CCOCC2)c1 (centres undefined) | i | 0.9 | i | 37
Cc1ccc(C)c(NC(=O)[C@@H]2CCCN2S(=O)(=O)c2ccccc2F)c1 | i | 0.4 | i | 51
C[C@H](CO)N1C[C@H](C)[C@@H](CN(C)C(=O)Nc2ccc3c(c2)OCO3)Oc2c(NC(=O)Cc3ccccc3)cccc2C1=O | i | 0.8 | i | 9

Seven entries from above, set out differently:
mol	Myeloid diff MLP	Myeloid diff MLP GFP+ MAC1+ %	T cell HTS	T cell HTS vesicle-bound %
O=C(Nc1ccc(Cl)cc1)c1nc[nH]c1C(=O)N1CCc2ccccc2C1	i	1.1	i	23
CCOc1ccc(NC(=O)CN(C)C(=O)Cn2cnc3c2c(=O)n(C)c(=O)n3C)cc1OCC	i	0.8	i	41
O=C(CSc1nnc(-c2cccs2)n1C1CC1)NCC1CCCO1 (centres undefined)	i	0.3	i	40
CCc1noc(C)c1C(=O)Nc1ccc(Cl)c(S(=O)(=O)N2CCCCC2)c1	i	1.6	i	41
Cc1ccc(C2=NN(CC(=O)O)C(=O)CC2)cc1	i	0.3	i	52
O=C(NCC(c1ccco1)N1CCCC1)c1cccc(NS(=O)(=O)c2ccc(Br)cc2)c1 (centres undefined)	i	0.4	i	36
CC(C)(C)OC(=O)N1CCC(NC(=O)c2[nH]cnc2C(=O)Nc2ccccc2)CC1	+	4.4*	i	21

Additional results.
SMILES | Myeloid diff MLP | Myeloid diff MLP GFP+ MAC1+ % | T cell HTS | T cell HTS vesicle-bound %
O=C(COC(=O)CSc1ccc(F)cc1)NC1CCCCCC1 | i | 0.2 | i | 28
COc1ccc(NC(=O)CN(C)C(=O)CNC(=O)c2ccc(C)s2)cc1 | i | 0.5 | i | 27
COC(=O)c1cn(C(=O)c2cccc(Br)c2)c2ccccc12 | i | 0.2 | i | 20
COc1ccccc1NS(=O)(=O)c1cccc(NC(=O)C2CC2)c1 | i | 0.8 | i | 45
CC(OC(=O)c1nn(C)c(=O)c2ccccc12)C(=O)Nc1ccc(S(N)(=O)=O)cc1 (centres undefined) | + | 1.8* | i | 18
O=C(CNC(=O)c1ccccc1F)OCC(=O)c1c[nH]c2ccccc12 | i | 1.0 | i | 28
COc1cccc(NC(=O)c2ccccc2Oc2ccccc2)c1 | i | 0.6 | i | 60
COCCCNC(=O)CCN1N=C(c2ccccc2)CCC1=O | i | 0.4 | i | 60
CC(=O)c1c(C)[nH]c(C(=O)OCC(=O)N(C)c2c(N)n(Cc3ccccc3)c(=O)[nH]c2=O)c1C | i | 0.6 | i | 49
CCOc1ccc(S(=O)(=O)Nc2cccc(C(=O)N3CCN(c4cccc(OC)c4)CC3)c2)cc1 | i | 0.9 | i | 23
COc1ccc(S(=O)(=O)N2CCN(C(=O)CCc3c[nH]c4ccccc34)CC2)cc1 | i | 0.2 | i | 46

This is a subset; count on the stated rates, not on these rows.
